# Bioassay records (PubChem)
# CHO parental Ca – ATP-evoked calcium signal inhibitors, parental CHO, primary screen, counter-screen for OX1R antagonist project, cell-based, fluorescence, Fluo-8 calcium dye. parental CHO-K1, ATP-induced calcium, Fluo-8 fluorescence. inhibition, % at 5.6 µM. 330,000 compounds, 0.63% hits. AID 463079, 2010;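 active means inhibition above that plate's mean sample inhibition plus 3 SD, cut at about 26% in these data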;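 further: 0% = ATP-challenged DMSO wells and 100% = DMSO wells without ATP; some compounds past the cut are filed as inactive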
#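 Test system: parental CHO cells; detection: calcium-sensitive Fluo-8 fluorescence; evaluation: percent inhibition of calcium signal; also added: ATP as calcium-mobilizing challenge; repeats: one well per compound; control set: ATP-challenged DMSO wells low, unchallenged DMSO wells high; compound: single nominal dose of 5.6 µM per compound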
# TAAR1 ag – human TAAR1 agonists, primary screen, Fluo-8 calcium fluorescence, CHO RD-HGA16 cells | 360,000 compounds, 0.99% hits | vehicle wells 0%, saturating PEA agonist 100% | activation, % at 3 µM;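 active means activation above the mean activation of all test compounds in the run plus 3 SD, cut at about 38% in these data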
# Target sequence (Q96RJ0 whole entry, looked up): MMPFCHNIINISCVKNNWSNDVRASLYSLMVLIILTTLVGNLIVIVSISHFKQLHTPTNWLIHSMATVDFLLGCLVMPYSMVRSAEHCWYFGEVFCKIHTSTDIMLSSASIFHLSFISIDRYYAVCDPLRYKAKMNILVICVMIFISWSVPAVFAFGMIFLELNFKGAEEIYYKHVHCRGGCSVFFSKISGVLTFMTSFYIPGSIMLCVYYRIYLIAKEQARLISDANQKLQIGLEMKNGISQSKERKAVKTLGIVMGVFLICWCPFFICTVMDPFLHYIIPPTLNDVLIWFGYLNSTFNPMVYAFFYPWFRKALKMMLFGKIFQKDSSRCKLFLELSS
#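 System: CHO RD-HGA16 cells carrying human TAAR1 plus Gα16; Incubation: 17-24 h seeding, 75 min 37 °C dye, 30 min RT; Measured by: Fluo-8 fluorescence, 5 s baseline then 140 s kinetic read; Control set: DMSO and PEA EC100; Replication: single well for each compound.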
# TAAR1 antag – human TAAR1 antagonists, primary screen, Fluo-8 calcium fluorescence, CHO RD-HGA16 cells; Trace amine-associated receptor 1 (Homo sapiens), Q96RJ0; antagonist; inhibition, % at 3 µM; 360,000 compounds, 1.5% hits;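 active means inhibition above a per-plate cutoff, the mean inhibition of test compounds on that plate plus 3 SD, cut at about 49% in these data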;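 further: 0% = DMSO plus EC80 beta-PEA response and 100% = DMSO alone without agonist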
#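 Test system – hTAAR1-expressing CHO RD-HGA16 cells, Gα16-coupled · Reagent – β-PEA at EC80 concentration, post-compound challenge · Compound dosing – 3 µM, single point · Timing – 140 s kinetic read after compound, 140 s after agonist · Detection – Fluo-8 intracellular calcium dye fluorescence, real-time kinetic reads · Control set – DMSO and EC80 PEA controls · Repeats – n of 1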
# OXTR potentiator – human OXTR potentiators, primary screen, fluorescence, CHO-OTR cells, Fluo-8 calcium; Oxytocin receptor (Homo sapiens), P30559; activation, % at 3 µM; 320,000 compounds, 0.061% hits; Fluo-8 calcium fluorescence, potentiator mode; 0% = oxytocin EC15, 100% = EC100;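 active means activation above that plate's cutoff, the mean activation of tested compounds plus 3 SD, cut at about 6.6% in these data, passing the limit was not always enough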;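 further: 100% uses oxytocin at 75 nM as the full agonist control; some results filed as inactive read as strong as hits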
# Target sequence (P30559 whole entry, looked up): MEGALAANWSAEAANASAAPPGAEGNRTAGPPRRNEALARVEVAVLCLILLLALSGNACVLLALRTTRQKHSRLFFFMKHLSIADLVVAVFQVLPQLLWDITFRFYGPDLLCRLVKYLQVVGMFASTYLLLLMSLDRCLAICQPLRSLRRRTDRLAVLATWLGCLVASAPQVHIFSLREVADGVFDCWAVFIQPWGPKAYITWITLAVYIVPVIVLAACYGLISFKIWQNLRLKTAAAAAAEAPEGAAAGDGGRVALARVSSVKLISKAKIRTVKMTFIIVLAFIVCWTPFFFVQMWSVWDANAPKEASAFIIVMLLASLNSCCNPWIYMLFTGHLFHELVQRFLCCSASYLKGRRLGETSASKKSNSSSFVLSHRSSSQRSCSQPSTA
#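 Measured by – Fluo-8 calcium dye fluorescence · Test system – human OTR in CHO cells · Dosing – one concentration, 3.0 µM compound · Controls – EC15 oxytocin alone as 0%, 75 nM oxytocin as 100% · Evaluation – normalized max/min fluorescence ratio, % activation · Timing – 6 min pre-incubation, 100 s read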
# CHO-K1 Ca antag – nonselective inhibitor or artifact in parental CHO-K1 cells; ATP-induced calcium, Fluo-8 fluorescence; AID 602250; 360,000 compounds, 0.6% hits; inhibition, % at 3 µM;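 active means inhibition above a per-plate cutoff, the plate's mean sample inhibition plus 3 SD, cut at about 24% in these data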;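 further: 0% = DMSO plus EC80 ATP and 100% = DMSO alone without ATP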
# CHRM1 antagonist – human M1 muscarinic receptor antagonists, primary screen, CHO-K1 cells, Fluo-8 calcium fluorescence, 1536-well. 360,000 compounds, 1.3% hits. inhibition, % at 3 µM. CHO-K1 hM1, ACh EC80 antagonist. Muscarinic acetylcholine receptor M1 (Homo sapiens), P11229;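 active means percent inhibition above its own plate's cutoff, namely the mean of that plate's compound wells plus 3 SD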;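 further: peak over basal fluorescence ratio during 140 s after agonist addition; 0% = ACh EC80 plus DMSO and 100% = DMSO alone without agonist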
# M1 PAM parental – nonselective calcium activators in parental CHO-K1 cells, primary screen, counter-screen for M1 PAM project, cell-based, Fluo-8 calcium fluorescence, full deck, 1536-well. ATP EC20; 0% at ATP EC20, 100% at ATP max. activation, % at 3 µM. 360,000 compounds, 0.02% hits;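 active means activation above the run cutoff, the mean activation of all test compounds plus 3 SD, cut at about 40% in these data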;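 further: peak over basal fluorescence ratio in a 140 s read after ATP addition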
# CHRM1 agonist – human M1 muscarinic receptor agonists, primary screen, Fluo-8 calcium fluorescence, CHO-K1 cells, HTS. CHO-K1 hM1, agonist mode; 0% DMSO, 100% acetylcholine EC100. activation, % at 3 µM. 360,000 compounds, 0.33% hits. AID 588814, 2011;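 active means activation above the run's mean compound activation plus 3 SD, cut at about 16% in these data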;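 further: peak over basal fluorescence ratio within a 140 s kinetic read after compound addition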
# CHO-K1 Ca ag – counter-screen for M1 agonists: effect in parental CHO-K1 cells. Fluo-8 calcium fluorescence; scaled to maximal ATP response, vehicle zero. activation, % at 3 µM. 360,000 compounds, 0.48% hits; in the data active means activation above about 15%;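 further: untransfected CHO-K1 host cells lacking M1 receptor as counterscreen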
# Active calls of the source: *; nt = no result given.
SMILES,CHO parental Ca,TAAR1 ag,TAAR1 antag,OXTR potentiator,CHO-K1 Ca antag,CHRM1 antagonist,M1 PAM parental,CHRM1 agonist,CHO-K1 Ca ag
Cc1ccc(CCc2nnc(SCC(=O)Nc3cc(Cl)ccc3Cl)n2-c2ccccc2)o1,-22,1,44,-14,-10,-2,21,0,2.2
Cc1ccc(-c2n[nH]c(=S)n2/N=C/C=C\c2ccccc2[N+](=O)[O-])cc1,-22,0,-27,-11,-7,1,11,-5,-0.2
Cc1ccc(N2CCN(S(=O)(=O)c3cccs3)CC2C)cc1 (stereo not given),2,1,1,-13,-3,-15,-23,0,2.2
CCN(CC)CCN(Cc1cc2cc3c(cc2[nH]c1=O)OCCO3)C(=S)NCCCN(C)C,1,1,1,-6,-9,-8,22,-9,0.2
Cc1c(/C=C/C(=O)c2ccc(Cl)s2)cnn1C,-10,-1,-15,0,-5,-13,2,-4,2.8
Cc1ccc(NC(=O)C2CCN(S(=O)(=O)c3cnc[nH]3)CC2)nc1,-6,11,-9,-9,-15,-21,17,-3,0.4
COc1cnc(-c2ccccn2)nc1Sc1ccc(Cl)cc1,-33,6,-12,-5,3,7,10,-3,0.4
Cc1ccc(Cl)cc1N1CCN(S(=O)(=O)c2ccc3[nH]c(=O)c(=O)[nH]c3c2)CC1,-21,5,2,-2,3,-5,7,-7,0.7
CCN(C(=O)COc1ccc(C(C)=O)cc1)c1cccc2ccccc12,-8,-2,13,-7,-9,-8,18,-3,1.8
CCSc1nnc(NC(=O)NCC(F)(F)F)s1,1,12,9,-9,-1,-12,2,1,0.2
CCCCNC(=O)[C@@H]1CC=C[C@@H]2CCN(Cc3ccc(Cl)c(Cl)c3)C(=O)[C@@H]21,-11,4,7,-6,-9,-7,0,-5,-1.0
CCOC(=O)c1c(C)[nH]c(C(=O)NNC(=O)c2ccccc2F)c1C,-13,3,6,-9,-7,-26,11,0,0.3
Cc1cccc(C)c1N(CC(=O)N1CCCC1)S(C)(=O)=O,2,0,-10,-8,1,-20,-8,-4,0.1
COc1cc(OC)c(NC(=O)C2CCCN2C(=O)OCc2ccccc2)cc1Cl (stereo not given),-18,1,-19,-8,-12,2,-1,-3,1.4
Cc1cc2ccccc2n1CCNC(=O)c1ccc(S(=O)(=O)N2CCOCC2)cc1,9,5,-2,-8,5,11,-4,-10,1.4
COc1ccccc1NC(=O)Nc1ccnn1C1CCN(C(=O)c2cscn2)CC1,-9,1,-8,0,-7,0,6,-1,0.5
Cc1ccc(-n2ccnc2SCC(=O)O)cc1C,-11,13,-4,-2,-3,-3,-15,-2,0.4
COc1cc(OC)cc(C(=O)NCC(=O)OCC(=O)c2ccc3c(c2)-c2ccccc2C3)c1,-10,0,16,4,-13,-3,22,-7,1.9
COc1ccc(C(=O)NCC(=O)NCc2cc(=O)n(C)c(=O)n2C)cc1,-5,2,-28,-3,-12,-5,25,-1,2.3
O=C(Nc1ccc(Br)cc1)C1CC=CCC1C(=O)OCC1CCCO1 (stereo not given),0,1,-1,-6,-15,-11,4,-7,0.5
COCCN(C(=S)Nc1cccc(OC)c1)C1CCN(C(C)=O)CC1,-9,7,-16,-6,16,1,-12,-1,0.2
CC(C)Cn1c(N)c(C(=O)COC(=O)/C=C/c2ccccc2)c(=O)n(C)c1=O,78*,7,9,-17,28*,30*,-1,1,14
CN(C)C(=O)N1CCC(C(=O)NCc2cccs2)CC1,7,7,-13,-2,-15,-9,13,-3,0.2
COC(=O)N/N=C/c1cn(CCCOc2ccc(C)cc2)c2ccccc12,4,1,31,-4,-1,8,11,-6,4.6
CNC(=O)c1c(NC(NC(=O)c2ccco2)C(=O)c2ccc(Cl)cc2)sc2c1CCCC2 (stereo not given),-24,5,1,-3,-8,11,8,-4,2.5
CCCCn1c(=O)[nH]c2c(oc3ccccc32)c1=O,-8,15,5,-8,-12,-9,17,-5,1.4
CCc1c(O)c(/C(C)=N\O)c(=O)n(-c2ccccc2)c1-c1ccccc1,-17,5,1,4,-12,-3,16,-5,0.9
C[C@H](NC(=O)c1ccc(C(C)(C)C)cc1)C(=O)N1CCN(C/C=C/c2ccccc2)CC1,-24,6,-9,-7,-22,46*,16,38*,4.8
O=[N+]([O-])c1ccccc1CSc1nc2ccccc2o1,-10,-2,-23,-8,-14,-8,19,-4,0.3
COc1ccc(-c2csc(NC(=O)C3CCN(C(=O)c4ccc(F)cc4)CC3)n2)cc1OC,-4,13,34,-14,2,12,-9,0,9.7
CCCn1c(-c2ccc(F)cc2)cnc1SCC(=O)O,-24,2,-33,-11,-9,-17,11,0,0.1
O=C(Nc1ccc(N2CCN(C(=O)c3ccc(Cl)cc3)CC2)cc1)c1ccc2c(c1)OCCO2,8,12,58*,-8,-6,12,16,-1,8.3
C/C(CC(=O)NCc1ccco1)=N\NC(=O)c1ccc([N+](=O)[O-])cc1Cl,1,-3,-7,-1,-17,-9,15,-5,1.3
Nc1cccc2c1C(=O)N(C(=O)c1ccc(S(=O)(=O)N3CCCCCC3)cc1)C2=O,-23,3,-9,-6,-11,-15,14,-2,0.3
Cn1c(SCC(=O)Nc2nnc(-c3ccccc3)o2)nnc1C1CC1,-8,2,-22,6,0,-8,0,0,4.2
Cc1ccc(NC(=O)COC(=O)c2cccnc2)c(C)c1,11,1,-6,-6,-14,2,18,-3,-0.5
CC1(C)Cc2cccc(OCC(=O)NCc3ccccc3)c2O1,-14,5,-10,2,-6,-11,-9,0,0.6
CCOC(=O)[C@H]1[C@H]2COc3ccc(Br)cc3[C@@H]2N2C(=O)c3ccc(F)cc3NC(=O)[C@@]12C,-17,5,-3,-4,-20,-9,2,-9,-0.2
O=C(NCCCO)C(=O)Nc1ccc2c(c1)N(S(=O)(=O)c1cccs1)CCC2,11,3,-13,-7,7,2,2,-1,0.7
CCOC(=O)C1=C(C)NC(=O)C(C#N)C1c1ccncc1 (stereo not given),-10,10,-19,-2,-17,-2,4,-3,0.3
COc1ccc(/C=C/C(=O)N2CCN(S(=O)(=O)c3ccccc3)CC2)cc1OC,-11,0,-18,-3,-5,-1,-6,-11,0.8
CCCOc1ccc(C(=O)CCC(=O)OCC(=O)Nc2ccc(OCC)cc2)cc1,-7,4,25,-4,nt,nt,nt,nt,nt
Cc1ccc2[nH]c(=O)c(-c3nc4ccccn4c3NCc3ccco3)cc2c1,-4,13,4,0,9,-5,-6,-5,1.6
COc1ccc(N2CCN(C(=O)CSc3nc4ccccc4c(=O)[nH]3)CC2)cc1,-12,-2,-8,-5,-9,-16,-3,0,1.9
CCOC(=O)N1CCC(N(CCN(C)C)C(=S)Nc2ccc(F)c(Cl)c2)CC1,-11,18,-8,-6,27*,2,-12,-10,0.3
CCCCn1c2c(c(=O)n(C)c1=O)C(c1ccc(OC)cc1)N1CCCCCC1=N2 (stereo not given),-20,8,-24,-10,1,5,3,-3,0.1
O=S(=O)(Cc1ccccc1Cl)Nc1ccccn1,4,2,-14,-7,17,4,-14,-1,0.2
CC1=NN(c2cccc([N+](=O)[O-])c2)C(=O)C1,-12,3,15,-3,-21,-2,20,-2,2.1
C#CCSc1nc(-c2ccccc2)cc(C(F)(F)F)c1C#N,-9,8,12,-12,-15,-7,11,-2,0.1
Cc1cc(C(=O)CSc2nnc(-c3cccnc3)n2-c2ccccc2F)c(C)n1CC1CCCO1 (stereo not given),-1,4,11,-4,-3,-8,22,-4,1.8
# The listing continues.
SMILES,CHO parental Ca,TAAR1 ag,TAAR1 antag,OXTR potentiator,CHO-K1 Ca antag,CHRM1 antagonist,M1 PAM parental,CHRM1 agonist,CHO-K1 Ca ag
C(=C\c1ccccc1)/CSc1nnc(-c2ccccn2)n1Cc1ccco1,-10,3,-10,-19,-13,-5,22,-2,0.7
NC(=O)C1=C[C@@H](c2coc3ccccc3c2=O)C[C@@H](OCCCCO)O1,-5,6,-3,-8,-13,-16,16,5,0.5
CCOC(=O)c1c(-c2ccccc2)cn2c(C)cc(C)nc12,-7,8,-1,-2,-8,2,12,-10,0.2
COCCCNC(=O)CSc1nc2c(sc(=S)n2-c2cc(Cl)ccc2OC)c(=O)[nH]1,-3,13,-9,-2,-5,4,1,2,-0.1
O=C1c2ccccc2C(=O)N1CC1CCCO1 (stereo not given),-13,nt,nt,-10,-17,-3,26,-2,0.6
CC1Cc2nc(SCC(=O)Nc3nc4ccccc4s3)n(C)c(=O)c2S1 (stereo not given),6,1,11,-8,4,1,5,0,5.3
Cc1cc(C)cc(N(CC(=O)NCc2ccc(F)cc2)C(=O)CCC(=O)Nc2ccccn2)c1,-19,4,-34,-13,-12,5,-7,0,0.6
COCCCNCCCCOc1ccc(OCc2ccccc2)cc1,-8,30,16,-9,5,5,1,-8,5.3
CSc1ccc(CCNC(=O)C2CCCN(c3ncnc4c3nc3n4CCCCC3)C2)cc1 (stereo not given),-25,1,-23,0,-5,16,9,-4,4.2
CC(=O)n1cc(/C=C2/N=C(c3ccccc3)OC2=O)c2ccccc21,2,4,-11,3,2,-3,19,-4,3.1

# By substructure, the entries above with a cyano group.
SMILES,CHO parental Ca,TAAR1 ag,TAAR1 antag,OXTR potentiator,CHO-K1 Ca antag,CHRM1 antagonist,M1 PAM parental,CHRM1 agonist,CHO-K1 Ca ag
CCOC(=O)C1=C(C)NC(=O)C(C#N)C1c1ccncc1 (stereo not given),-10,10,-19,-2,-17,-2,4,-3,0.3
C#CCSc1nc(-c2ccccc2)cc(C(F)(F)F)c1C#N,-9,8,12,-12,-15,-7,11,-2,0.1

# (listing goes on)
SMILES,CHO parental Ca,TAAR1 ag,TAAR1 antag,OXTR potentiator,CHO-K1 Ca antag,CHRM1 antagonist,M1 PAM parental,CHRM1 agonist,CHO-K1 Ca ag
Cc1ccc(OCC(=O)NNC(=S)NC(=O)c2ccc(Br)o2)c(C)c1,nt,11,11,nt,-1,-2,8,-4,4.1
CCN(CC(=O)NC(C)(C)C)Cc1nc2c(Br)cc(Br)cc2c(=O)[nH]1,-22,1,-6,-9,7,-13,-15,0,3.3
O=C(OCCN1CCOCC1)c1ccccc1Cl,-7,2,-14,-3,-8,-13,11,-2,0.8
O=C1c2ccccc2C(=O)N1CCCC(=O)N1CCc2ccccc21,3,0,9,-12,2,3,2,-2,0.1
CCN1CCC(NCCc2ccc(F)cc2)CC1,-2,-1,7,-8,-5,-9,3,-6,1.1
